PostGolgi yeast = phenotypic screen on post-Golgi transport, primary screen | post-Golgi transport phenotypic cell assay | inhibition, % at 10 µM | 98,000 tested, 0.9% active | AID 739, 2007;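 note: yeast cells grown in 1536-well plates; yeast grown about 18 h at 30C before absorbance read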
CYP2C19 activ = human CYP2C19 activators, primary screen, biochemical, luminescence | recombinant CYP2C19, luciferin-H EGE luminescence; hits give high values; 0 = fully inhibited enzyme, 1 = untreated enzyme | 96,000 tested, under 10 active | activation factor at 5 µM | AID 1025, 2008 | Cytochrome P450 2C19 (Homo sapiens), P33261;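 active = activation factor of at least 2 at 5 µM in the primary screen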;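 note: 0 = wells with 2.5 mM tranylcypromine and 1 = vehicle-only wells; values of inactives mirror those of a sister screen read the other way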
Target sequence (P33261 whole entry, looked up): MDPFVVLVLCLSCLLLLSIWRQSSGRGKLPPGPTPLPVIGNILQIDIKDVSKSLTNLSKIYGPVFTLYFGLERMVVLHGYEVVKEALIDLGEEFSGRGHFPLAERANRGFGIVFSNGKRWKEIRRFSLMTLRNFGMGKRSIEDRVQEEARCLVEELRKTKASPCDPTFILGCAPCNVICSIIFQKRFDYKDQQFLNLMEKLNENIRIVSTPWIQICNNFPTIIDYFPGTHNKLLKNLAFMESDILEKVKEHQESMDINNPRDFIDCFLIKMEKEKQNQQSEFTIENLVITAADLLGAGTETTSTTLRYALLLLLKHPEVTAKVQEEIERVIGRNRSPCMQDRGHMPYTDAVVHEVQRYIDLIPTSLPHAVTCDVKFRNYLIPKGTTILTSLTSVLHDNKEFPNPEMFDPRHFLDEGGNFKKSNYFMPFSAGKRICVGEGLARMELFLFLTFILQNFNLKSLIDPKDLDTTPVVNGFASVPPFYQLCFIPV
DAT uptake mod = changed hDAT dopamine uptake under cocaine IC80, either direction, primary screen, cocaine antagonist project, cell-based, LLC-PK1 hDAT, [14C]-dopamine uptake, MLSMR; Sodium-dependent dopamine transporter (Homo sapiens), Q01959; LLC-PK1 hDAT cells, [14C]-dopamine uptake with cocaine IC80; actives deviate in either direction; B-score at 10 µM; 110,000 tested, 1.3% active;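 active = Z score or B-score, a plate-position-corrected score, falls beyond the plate's 99.7% confidence bounds, in either direction; inactive = both scores lie inside the 99.7% bounds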;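 note: scored against the spread of the other compound wells on the same plate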
S1P2 blocker = human S1P2 receptor antagonists, primary screen, cell-based | Sphingosine 1-phosphate receptor 2 (Homo sapiens), O95136 | cell-based S1P2 antagonist assay, inhibition at 5 uM | inhibition, % at 5 µM | 97,000 tested, 0.21% active; in the data active = inhibition above about 45%;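 note: CRE beta-lactamase reporter cells expressing human S1P2 stimulated with S1P; 0% = agonist at EC80 alone and 100% = agonist plus reference antagonist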
sEH activator = soluble epoxide hydrolase activators, primary screen, biochemical, human sEH; purified human sEH enzymatic activity, activator screen; activation, % at 2 µM; 91,000 tested, 0.04% active; in the data active = activation above about 37%; note: values of inactives mirror those of a sister screen read the other way
Target sequence (P34913 whole entry, looked up): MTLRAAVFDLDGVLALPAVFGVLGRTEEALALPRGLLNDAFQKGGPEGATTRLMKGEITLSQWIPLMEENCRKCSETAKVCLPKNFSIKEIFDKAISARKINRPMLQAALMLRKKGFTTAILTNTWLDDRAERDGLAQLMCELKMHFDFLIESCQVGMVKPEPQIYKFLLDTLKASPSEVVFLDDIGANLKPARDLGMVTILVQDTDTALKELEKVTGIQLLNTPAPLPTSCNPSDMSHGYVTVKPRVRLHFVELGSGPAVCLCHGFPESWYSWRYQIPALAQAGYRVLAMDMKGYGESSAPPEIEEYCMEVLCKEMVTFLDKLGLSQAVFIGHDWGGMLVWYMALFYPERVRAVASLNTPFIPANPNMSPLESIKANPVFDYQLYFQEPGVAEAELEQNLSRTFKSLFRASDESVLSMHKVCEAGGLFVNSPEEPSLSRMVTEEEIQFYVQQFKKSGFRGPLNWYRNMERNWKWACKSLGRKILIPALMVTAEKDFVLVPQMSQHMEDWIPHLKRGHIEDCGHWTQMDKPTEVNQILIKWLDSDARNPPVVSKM
CYP2C19 inh = blockers of cytochrome P450 2C19 activity – biochemical, luminescence, ADME assay, primary screen; CYP2C19 Supersomes, luciferin-H EGE luminescence, 30 min; inhibition, % at 5 µM; 96,000 tested, 21% active; AID 778, 2007;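 active = CYP2C19 inhibition above a set limit at 5 µM in the primary screen, cut at about 50% in these data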;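 note: plate controls were negative control wells for no effect and 2.5 mM tranylcypromine positive control for full effect; values of inactives mirror those of a sister screen read the other way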
S1P2 agonist = S1P2 receptor agonists, primary screen, cell-based. S1P2-expressing cell line, agonist reporter read-out. activation, % at 4.5 µM. 97,000 tested, 0.46% active. AID 729, 2007; in the data active = activation above about 16%;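 note: 0% = vehicle low control and 100% = maximal reference agonist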
PostGolgi ctrl = growth inhibition of yeast control strain, primary screen, counter-screen for post-Golgi transport modulator project. efflux-deficient yeast background strain, growth absorbance A615, 16 h. AID 738, 2007. inhibition, % at 10 µM. 98,000 tested, 5% active
sEH inh = soluble epoxide hydrolase inhibitors, primary screen, biochemical, human sEH | inhibition, % at 2 µM | Bifunctional epoxide hydrolase 2 (Homo sapiens), P34913 | 91,000 tested, 0.34% active | recombinant human sEH enzymatic activity assay; in the data active = inhibition above about 80%; note: values of inactives mirror those of a sister screen read the other way; many of its hits are not listed in these tables
Numbers without * were called inactive; . = not tested or not shown. Cut-off read from the data, not from the text of the source, unless noted: active = inhibition above about 30%; inactive = the rest. Compounds as they come; about 24% have a hit in one of these screens.

Order of results: CYP2C19 activ | DAT uptake mod | CYP2C19 inh | sEH activator | S1P2 agonist | S1P2 blocker | PostGolgi yeast | sEH inh | PostGolgi ctrl
[1] Cc1ccc(C)c(N2CCN(C(=O)c3cc4ccccn4n3)CC2)c1
  0.8 | 0.88 | 25 | 4 | 0 | 3 | -2 | -4 | 17
[2] CS(=O)(=O)NCc1nnc(SCC(=O)NC2CCCCC2)n1-c1ccc(F)cc1
  1 | 1.2 | -4 | 2 | 103* | 11 | 17 | -2 | 7
[3] O=C(CN(Cc1ccccc1)S(=O)(=O)c1ccccc1)NC1CC1
  . | 0.49 | . | 7 | -2 | 16 | . | -3 | .
[4] CCC1CCCCN1S(=O)(=O)c1ccc2c(c1)CCN2C(=O)C1CCC1 (centres undefined)
  0.7 | -0.55 | 28 | . | -5 | -2 | 1 | . | 68*
[5] CCOC(=O)c1ccc2c(c1)nc(SCC(=O)N1CCCCC1)n2CC
  0.2 | 2.1 | 78* | -2 | -1 | -21 | 5 | 0 | 19
[6] CCCOC(=O)CC1C(=O)NCCN1Cc1ccccc1C (centres undefined)
  . | 2 | . | 1 | -1 | -6 | . | -2 | .
[7] COc1ccccc1N1CCN(C(=O)C(C)N(c2ccccc2)S(C)(=O)=O)CC1 (centres undefined)
  1 | -0.18 | 0 | -4 | -7 | -9 | -2 | 2 | 4
[8] O=C(Nc1ccc2c(c1)OCO2)N1CCN(S(=O)(=O)c2ccc(Cl)cc2)CC1
  1.2 | 0.13 | -17 | -22 | -1 | -1 | 6 | 25 | 9
[9] O=C(O)CCc1ccc(-c2cccs2)n1Cc1ccco1
  0.9 | 1.4 | 6 | -10 | -1 | 1 | -1 | 13 | -4
[10] O=C(Nc1ccccc1)c1ccc(CSc2ccccn2)cc1
  0.8 | -0.84 | 17 | -2 | -3 | 6 | 4 | 2 | 5
[11] Cc1ccc(C(=O)O/N=C(/c2nonc2N)N(C)C)cc1
  0.7 | -0.05 | 28 | 8 | -4 | -17 | 2 | -5 | 3
[12] O=C(NCc1ccco1)c1nnc(Cc2ccc(Cl)cc2)o1
  0.8 | 2.6* | 23 | 4 | 0 | 9 | 2 | -3 | 13
[13] CC(=O)N1CCc2cc(Br)cc(S(=O)(=O)NCCN3CCCCC3C)c21 (centres undefined)
  0.9 | -1.1 | 8 | -15 | -2 | -10 | -1 | 14 | 1
[14] CCCCC1(O)CC(C(F)(F)F)=NN1C(=O)COc1ccccc1 (centres undefined)
  . | -0.65 | . | 3 | -3 | -19 | . | -1 | .
[15] Fc1ccccc1CNc1ccc(Cl)cc1
  0.9 | 0.27 | 14 | 0 | -4 | 2 | -5 | 0 | 10
[16] CC(C)(C)NC(=O)CSc1nncn1-c1ccccc1
  0.5 | 1 | 50 | 12 | -6 | 15 | 4 | -16 | 2
[17] COc1ccc(OC)c(-n2nnnc2SCC(=O)Nc2cc(C)ccc2OC)c1
  . | 0.94 | . | 8 | -4 | 6 | . | -5 | .
[18] CC(C)CCn1c(Oc2ccccc2Cl)nc2c1c(=O)n(C)c(=O)n2C
  0.9 | -0.057 | 5 | 4 | -6 | -11 | 15 | -1 | 32*
[19] COC(=O)C1C(c2ccccc2)C(C(=O)N2CCOCC2)C1c1ccccc1 (centres undefined)
  0.2 | -0.057 | 84* | 5 | -4 | 6 | -3 | -5 | -6
[20] c1ccc(Cc2nnc3sc(-c4cccnc4)nn23)cc1
  0 | 0.35 | 98* | 9 | -6 | 0 | -10 | -9 | 8
[21] O=c1[nH]c2ccc(NC(=S)Nc3ccc(Cl)cc3)cc2[nH]1
  1 | -0.052 | 2 | -21 | -4 | -10 | 7 | 20 | 5
[22] O=C(COc1ccc2ccccc2c1)N1CCCC1
  0.7 | -0.12 | 27 | 14 | -1 | 0 | -3 | -12 | 8
[23] Cc1ccc2ncnc(NCCCN3CCOCC3)c2c1
  0.9 | -0.15 | 12 | -2 | -7 | 17 | 11 | 3 | 11
[24] COc1ccc(/C=N/NC(=O)c2cc(C)on2)c2ccccc12
  0.7 | -1.8 | 26 | -21 | -3 | 5 | -4 | 19 | 11
[25] COc1ccc(C(=O)CC(c2ccccc2)C2CCCCC2=O)cc1 (centres undefined)
  0.8 | 0.22 | 20 | -10 | -1 | -7 | -6 | 6 | 15
[26] Cc1cccc(OCc2nnc(SCC(=O)Nc3ccc(C)c(Cl)c3)o2)c1
  1.2 | -0.21 | -15 | 0 | -3 | 6 | -9 | -1 | 7
[27] CCN1C(=O)S/C(=C/c2ccsc2)C1=O
  0.9 | 0.57 | 6 | -3 | -3 | -1 | 6 | -1 | 7
[28] CC1=Nn2c(nnc2-c2cc(C)[nH]n2)SC1
  1.1 | 0.71 | -9 | -4 | -3 | 9 | 16 | 3 | 13
[29] O=C(NCc1cccs1)[C@@H]1CSC2c3ccccc3C(=O)N21 (some centres undefined)
  0.2 | -0.39 | 75* | -12 | -2 | 15 | -5 | 11 | -6
[30] Cc1onc(-c2ccccc2Cl)c1C(=O)Nc1nnc(-c2cccc([N+](=O)[O-])c2)s1
  1.1 | -0.032 | -7 | 6 | -8 | -12 | 1 | -7 | 29

Nine of the compounds above, with one line to a screen.
22	O=C(COc1ccc2ccccc2c1)N1CCCC1
23	Cc1ccc2ncnc(NCCCN3CCOCC3)c2c1
24	COc1ccc(/C=N/NC(=O)c2cc(C)on2)c2ccccc12
25	COc1ccc(C(=O)CC(c2ccccc2)C2CCCCC2=O)cc1 (centres undefined)
26	Cc1cccc(OCc2nnc(SCC(=O)Nc3ccc(C)c(Cl)c3)o2)c1
27	CCN1C(=O)S/C(=C/c2ccsc2)C1=O
28	CC1=Nn2c(nnc2-c2cc(C)[nH]n2)SC1

| compound no. | 22 | 23 | 24 | 25 | 26 | 27 | 28 |
| --- | --- | --- | --- | --- | --- | --- | --- |
| CYP2C19 activ | 0.7 | 0.9 | 0.7 | 0.8 | 1.2 | 0.9 | 1.1 |
| DAT uptake mod | -0.12 | -0.15 | -1.8 | 0.22 | -0.21 | 0.57 | 0.71 |
| CYP2C19 inh | 27 | 12 | 26 | 20 | -15 | 6 | -9 |
| sEH activator | 14 | -2 | -21 | -10 | 0 | -3 | -4 |
| S1P2 agonist | -1 | -7 | -3 | -1 | -3 | -3 | -3 |
| S1P2 blocker | 0 | 17 | 5 | -7 | 6 | -1 | 9 |
| PostGolgi yeast | -3 | 11 | -4 | -6 | -9 | 6 | 16 |
| sEH inh | -12 | 3 | 19 | 6 | -1 | -1 | 3 |
| PostGolgi ctrl | 8 | 11 | 11 | 15 | 7 | 7 | 13 |

29	O=C(NCc1cccs1)[C@@H]1CSC2c3ccccc3C(=O)N21 (some centres undefined)
30	Cc1onc(-c2ccccc2Cl)c1C(=O)Nc1nnc(-c2cccc([N+](=O)[O-])c2)s1

| compound no. | 29 | 30 |
| --- | --- | --- |
| CYP2C19 activ | 0.2 | 1.1 |
| DAT uptake mod | -0.39 | -0.032 |
| CYP2C19 inh | 75* | -7 |
| sEH activator | -12 | 6 |
| S1P2 agonist | -2 | -8 |
| S1P2 blocker | 15 | -12 |
| PostGolgi yeast | -5 | 1 |
| sEH inh | 11 | -7 |
| PostGolgi ctrl | -6 | 29 |

More structures follow:
Order of results: CYP2C19 activ | DAT uptake mod | CYP2C19 inh | sEH activator | S1P2 agonist | S1P2 blocker | PostGolgi yeast | sEH inh | PostGolgi ctrl
[31] CCCn1c(SCC(=O)NCCc2ccccc2)nnc1-c1ccccn1
  0.4 | 1.1 | 56* | -12 | -5 | 4 | -3 | 14 | 10
[32] CCc1ccc(C(=O)c2ccccc2C(=O)O)s1
  0.9 | -0.28 | 6 | -2 | -5 | 15 | -7 | 1 | -4
[33] CCCOc1ccc(C2=NNC(c3cccs3)=Nc3ccc(OC)cc32)cc1
  . | 0.55 | . | 3 | 5 | -28 | . | 0 | .
[34] CCC(=O)OCc1c(C(F)(F)F)nn(C)c1Sc1ccc(F)cc1
  0.4 | -0.01 | 61* | -4 | -5 | 9 | 7 | 4 | 13
[35] CCOc1ccc(NC2=NC(C)(C)N=C(N)N2)cc1
  1 | -0.84 | -3 | . | . | . | 19 | . | 0
[36] Cc1cc(C(=O)COC(=O)C2=NNC(=O)CC2)c(C)n1-c1ccc(OC(F)F)cc1
  0.7 | 0.23 | 30 | 0 | -4 | -4 | -5 | -6 | -2
[37] COc1ccc(-c2nnc(SCC(=O)c3ccc4c(c3)OCCO4)o2)cc1
  . | 0.25 | . | 0 | -7 | -12 | . | 3 | .
[38] O=C1CC(N2CCN(c3ccccc3)CC2)C(=O)N1CCc1ccccc1 (centres undefined)
  0.9 | 0.35 | 10 | . | . | . | 4 | . | 0
[39] COc1ccc(N(CN2C(=O)c3ccccc3C2=O)C(=O)C(C)C)cc1
  0.8 | 1.7 | 21 | 11 | -2 | 8 | 4 | -14 | 13
[40] NCCc1nnc(SCc2ccccc2)o1
  0.2 | 0.43 | 79* | 20 | -3 | 13 | 11 | -19 | 14
[41] Cc1ccccc1OCC(=O)Nc1cccc2nsnc12
  . | -0.86 | . | 0 | -5 | 14 | . | 5 | .
[42] CC1CCCCN1CCNC(=O)c1cc2c(=O)n(C)c3ccccc3c2n1C (centres undefined)
  1 | 0.49 | 3 | . | 0 | -11 | -2 | . | -3
[43] O=C(CSCC(=O)N1CCCCC1)Nc1nc(-c2cccs2)cs1
  0.6 | 0.071 | 40 | . | -4 | -1 | -2 | . | 20
[44] O=C(NCCN1CCOCC1)c1ccc2c(c1)N(Cc1ccccc1)CCS2
  0.5 | -0.036 | 54* | . | -3 | 24 | 6 | . | -3
[45] CC(C)NC(=O)NC(=O)COC(=O)Cc1ccsc1
  0.7 | -0.35 | 29 | -4 | -4 | 18 | . | 0 | .
[46] CC(C)Cn1cnc2c1c(=O)n(CC(O)c1ccccc1)c(=O)n2CC(C)C (centres undefined)
  0.4 | 0.69 | 59* | 5 | -3 | -4 | 2 | -5 | 8
[47] Cc1oc2ccc(O)c(CN3CCOCC3)c2c1C(=O)c1ccc(Cl)cc1
  0.4 | 0.88 | 59* | -4 | -4 | 16 | -5 | 4 | 24
[48] Cc1cc(Cl)ccc1OCCCC(=O)N1CCCc2ccccc21
  0.8 | 0.024 | 21 | -2 | 0 | -28 | -7 | 3 | 12
[49] CCN(CC)CCCN1C(=O)C(O)=C(C(C)=O)C1c1cccc(OC)c1 (centres undefined)
  1.2 | 0.44 | -21 | 0 | 3 | -1 | 10 | 3 | -2
[50] Cc1ccc(-n2c(SCC(=O)NCc3ccc4c(c3)OCO4)nnc2-c2cccnc2)c(C)c1
  0.7 | -0.047 | 34 | -18 | -5 | -16 | 0 | 18 | -5
[51] Cc1ccc(NC(=O)CCc2nnc(SCC(=O)Nc3ccccc3C)n2C)cc1Cl
  0.9 | 0.6 | 10 | -1 | -4 | -11 | -5 | 2 | -6
[52] CCOC(=O)Cn1c(=O)c2c(nc(N3CCCCC3)n2C)n(C)c1=O
  0.9 | . | 12 | 5 | -14 | 7 | 2 | -7 | -4
[53] CCCCC(=O)Nc1ccc2c3c(cccc13)C(=O)N2CC
  0.9 | -0.28 | 13 | -9 | 0 | 14 | -2 | 7 | 6
[54] O=C(CN1CCN(C(=O)c2ccco2)CC1)Nc1cc(Cl)ccc1Cl
  0.8 | -0.0077 | 20 | -11 | -2 | 4 | 1 | 11 | 6
[55] CC(C)(C)Nc1nc(OCC(F)(F)F)nc(OCC(F)(F)F)n1
  0.9 | -0.61 | 7 | 9 | -1 | 0 | -3 | -12 | 5
[56] CCOC(=O)Cc1csc(NC(=O)CSc2nc3sc(C(=O)O)c(C)c3c(=O)[nH]2)n1
  0.9 | 0.11 | 11 | 13 | 2 | -12 | -10 | -12 | 5

Screening data (PubChem BioAssay)
